Bioassay records from PubChem BioAssay.
EBI2 antag: antagonists of human EBI2 receptor. P32249. EBI2 beta-arrestin recruitment, luminescence, 7a,25-OHC stimulated. inhibition, % at 5 µM. 360,000 tested, 0.81% active. AID 651636; in the data active = inhibition above about 38%;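 note: enzyme fragment complementation signal reports receptor beta-arrestin coupling in cells; 0% = agonist plus DMSO wells and 100% = wells without agonist; some results beyond the cut were filed as inactive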
Target sequence (P32249 whole entry, looked up, the tested form may be a part): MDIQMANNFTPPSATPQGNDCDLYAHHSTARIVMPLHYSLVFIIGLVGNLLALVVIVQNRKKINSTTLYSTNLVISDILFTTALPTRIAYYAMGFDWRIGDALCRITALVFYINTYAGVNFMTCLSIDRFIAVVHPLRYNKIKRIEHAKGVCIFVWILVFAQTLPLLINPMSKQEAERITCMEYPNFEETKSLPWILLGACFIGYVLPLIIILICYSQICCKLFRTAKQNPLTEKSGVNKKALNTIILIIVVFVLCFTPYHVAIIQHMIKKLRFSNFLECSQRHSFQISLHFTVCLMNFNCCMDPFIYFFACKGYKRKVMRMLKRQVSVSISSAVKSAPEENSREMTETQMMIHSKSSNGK
Jurkat NFkB inh: inhibitors of the PMA/ionomycin-induced NF-kB reporter in Jurkat cells. inhibition, % at 4 µM. AID 435003. PMA/ionomycin-induced NF-kB luciferase reporter, luminescence. 330,000 tested, 0.53% active; in the data active = inhibition above about 50%
APJ antagonist: blocks the human apelin receptor APJ | P35414 | CHO-K1 APJ beta-arrestin complementation, luminescence | inhibition, % at 20 µM | 330,000 tested, 0.32% active | AID 2521;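 active = inhibition above about 40% at 20 µM, limit read from the data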;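 note: cells challenged with 10 nM apelin-13 agonist together with compound; plate controls were apelin-13 plus DMSO wells for no effect and DMSO wells lacking apelin-13 for full effect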
Gli-Sufu antag: blocks Gli-Sufu signaling in a luciferase reporter; inhibition, % at 5 µM; 340,000 tested, 0.74% active; Sufu-KO-LIGHT fibroblasts, Gli luciferase reporter luminescence; AID 588413;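 active = inhibition above about 55%, limit read from the data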;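 note: 0% = DMSO-treated cells and 100% = wells with medium but no cells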
697 NFkB inh: lowers PMA/ionomycin-induced NF-kB signal in 697 B cells; 330,000 tested, 0.33% active; 697 B-cell NF-kB luciferase reporter, 16 h; AID 435022; inhibition, % at 4 µM; in the data active = inhibition above about 35%
CXCR6 inh: inhibitors of human CXCR6 receptor | O00574 | CHO-K1 PathHunter CXCR6 beta-arrestin, luminescence | inhibition, % at 20 µM | 360,000 tested, 0.36% active | AID 602244; in the data active = inhibition above about 34%, passing the limit was not always enough;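 note: antagonist mode with CXCL16 agonist at 10 nM final; 0% = 10 nM CXCL16 with DMSO and 100% = unstimulated wells without agonist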
Target sequence (O00574 whole entry, looked up): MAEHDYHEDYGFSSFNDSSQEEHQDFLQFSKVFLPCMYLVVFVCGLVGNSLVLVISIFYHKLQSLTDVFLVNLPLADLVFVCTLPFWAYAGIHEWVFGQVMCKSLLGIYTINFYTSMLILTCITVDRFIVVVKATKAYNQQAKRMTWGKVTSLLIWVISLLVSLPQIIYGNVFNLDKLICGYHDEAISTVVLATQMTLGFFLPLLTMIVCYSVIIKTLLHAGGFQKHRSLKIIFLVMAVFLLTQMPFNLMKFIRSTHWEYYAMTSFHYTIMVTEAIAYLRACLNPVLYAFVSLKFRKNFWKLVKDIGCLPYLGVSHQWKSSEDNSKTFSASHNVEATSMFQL
UBC13 polyUb: inhibitors of human UBC13 polyubiquitin chain formation; P61088; TR-FRET; inhibition, % at 20 µM; 330,000 tested, 0.47% active; in the data active = inhibition above about 45%, passing the limit was not always enough
Target sequence (P61088 whole entry, looked up): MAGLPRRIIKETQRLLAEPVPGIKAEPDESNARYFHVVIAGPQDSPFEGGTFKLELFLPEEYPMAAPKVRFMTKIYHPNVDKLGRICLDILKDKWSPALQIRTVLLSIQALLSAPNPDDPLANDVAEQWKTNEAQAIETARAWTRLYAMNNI
CCR6 antag: CCR6 (human) receptor antagonism; P51684; CHO-K1 CCR6 PathHunter beta-arrestin, luminescence, CCL20-stimulated; 340,000 tested, 0.49% active; inhibition, % at 20 µM;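 active = compounds whose inhibition of the agonist-driven luminescence signal at 20 µM reaches about 50%, limit read from the data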;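 note: cells stimulated with CCL20 at 14 nM final; plate controls were DMSO with CCL20 for no effect and DMSO without agonist for full effect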
* marks the source's active call; other numbers are inactive results; nt = not tested or not shown.

SMILES	EBI2 antag	Jurkat NFkB inh	APJ antagonist	Gli-Sufu antag	697 NFkB inh	CXCR6 inh	UBC13 polyUb	CCR6 antag
COc1ccc(OCCCC(=O)NCC(C)C)cc1	-16	0	10	-7	19	1	10	-9
O=C(CCn1c(=S)[nH]c2ccccc2c1=O)NCC1CCCO1 (stereo unspecified)	-9	-8	-4	10	13	-2	8	10
CC(C)OP(=O)(OC(C)C)C(Nc1ccccc1)c1cccnc1 (stereo unspecified)	4	-10	12	-6	-10	-2	-4	-7
COc1ccc(-c2noc(CNS(=O)(=O)c3ccc(NC(C)=O)cc3)n2)cc1	9	12	-38	18	-18	3	-3	-3
COc1ccc2[nH]c3c(c2c1)[C@@H]1CCN2C(=O)CCC[C@H](C3)[C@H]12	4	10	-36	3	13	-8	-3	10
CCOCCc1nn2c(=O)cc(CSCC(=O)Nc3ccccc3)nc2s1	-11	-11	7	2	-12	3	-1	10
CN1CCN(C(=S)Nc2ccc(Cl)cc2Cl)CC1	-4	-8	-11	-7	-1	9	3	5
Cc1nn(-c2ccccc2)c2nc(-c3ccco3)cc(C(=O)O)c12	0	9	23	3	-2	8	6	13
N/C(COc1ccccc1)=N\NC(=O)c1cccnc1Oc1ccccc1	-3	-10	3	0	0	2	-8	16
COc1ccc(OC)c2sc(N(CCN(C)C)C(=O)c3ccc4ccccc4c3)nc12	-7	-9	19	29	-11	3	29	27
Cc1ccc(C)c(NS(=O)(=O)c2ccc(NC(=O)c3ccco3)cc2)c1	-23	nt	nt	-1	nt	-8	nt	-3
CN(Cc1ccccc1)S(=O)(=O)c1ccc(Cl)c(C(=O)NCc2ccncc2)c1	-8	10	-12	10	-17	1	6	0
COc1cc(C(=O)Oc2cc(N)n(S(=O)(=O)c3ccccc3)n2)cc(OC)c1OC	-10	4	4	-6	-1	4	8	10
O=C(CC(=O)N/N=C\c1cccc(Cl)c1Cl)NCc1ccccc1	-6	9	-4	-1	-5	-13	-2	3
O=C(CSc1ccc2ccccc2c1)Nc1nc2ccccc2[nH]1	-14	-3	-4	5	-15	0	8	6
Cc1cccc(-n2nc3c(c2NC(=O)c2ccco2)CS(=O)C3)c1C (stereo unspecified)	1	1	-21	7	-10	-1	-11	6
Cc1ccc(S(=O)(=O)NCC(c2ccco2)N2CCc3ccccc3C2)cc1 (stereo unspecified)	12	-10	7	0	-7	-4	-1	18
CCc1c(C(=O)N2CCOCC2)csc1C	-6	14	-3	3	27	-6	13	-1
Cc1ccc(OCC(=O)Nc2ccc3c(c2)ncn3C)cc1	3	nt	nt	13	nt	-8	nt	8
Cc1ccc(CN(C(=O)c2ccccc2[N+](=O)[O-])C2CCS(=O)(=O)C2)o1 (stereo unspecified)	15	-7	-12	-18	-34	6	-8	-2
Cc1nnc(C)c2c(C)n(-c3ccccc3N)c(C)c12	5	7	-20	4	-5	-15	-20	12
CCOc1ccc(C(=S)N2CCN(C)CC2)cc1	4	-11	11	-9	-2	9	2	4
COc1ccc(OCC(=O)N2CCN(c3cccc(C(F)(F)F)c3)CC2)cc1	70*	-23	6	10	-70	10	-15	22
NC(=O)C1CCN(C(=O)c2ccc(Oc3ccccc3)cc2)CC1	-2	-2	-25	-14	-52	-6	-1	-5
O=C(O)CCC(=O)Nc1ccc(S(=O)(=O)c2ccc(NC(=O)CCC(=O)O)cc2)cc1	-11	-3	-3	1	9	-1	4	-1
Cc1ccc(Nc2nc(N)c3ccccc3n2)cc1C	-2	-166	-31	-3	-248	-2	12	-12
Cc1cccc(C)c1NC(=O)C1c2cccc[n+]2CC(=O)N1Cc1ccc2c(c1)OCO2 (stereo unspecified)	9	2	5	36	-2	0	-1	-2
COc1cc(/C=N/n2nnnc2N)ccc1O	5	4	2	3	4	-2	6	6
N#C/C(=C/c1ccc(N2CCCCC2)o1)C(=O)NCCc1c[nH]c2ccccc12	18	nt	nt	1	nt	16	nt	35
CCn1c(/C=N/n2cnnc2)nc2ccccc21	-5	-4	-8	5	-11	0	6	0
O=CC(=O)c1ccccc1	-7	-13	12	5	-9	34	-5	76*
COc1ccc(/C=C2/NC(=O)N(Cc3ccccc3F)C2=O)cc1OC	-10	-1	-10	13	19	-1	12	-12
O=C(Cn1c(C(=O)NCc2ccco2)cc2sccc21)c1ccccc1	12	0	21	26	17	10	-8	16
Nc1ncnc2nc(SCCC(=O)O)[nH]c12	-8	7	11	-1	12	-3	2	3
COc1ccc(NC(=O)CN(C)C(=O)CCNC(=O)c2ccccc2OC)cc1	-11	-12	1	0	0	7	-1	10
Cn1cc(-c2nnnn2-c2cccc(C(F)(F)F)c2)c(C(F)(F)F)n1	2	37	8	-2	-51	7	-12	7
CNc1ccc(C(=O)N2CCN(S(=O)(=O)c3ccc4c(c3)OCCCO4)CC2)cc1[N+](=O)[O-]	47*	6	30	6	12	7	-29	17
O=C(CCc1ccccc1)Oc1ccccc1[N+](=O)[O-]	nt	18	7	-4	3	nt	7	4
CC(NC(=O)C1CCCN1S(=O)(=O)c1cccc2nsnc12)c1ccccc1 (stereo unspecified)	-3	-4	16	35	-14	0	-8	16
Cc1ccc(N2C(=O)C3C=NNC3C2=O)cc1 (stereo unspecified)	-6	-8	-10	4	5	-2	-16	5

Results in Gli-Sufu antag, 697 NFkB inh and CCR6 antag, for 2 of the compounds above:
compound	Gli-Sufu antag	697 NFkB inh	CCR6 antag
COc1cc(/C=N/n2nnnc2N)ccc1O	3	4	6
N#C/C(=C/c1ccc(N2CCCCC2)o1)C(=O)NCCc1c[nH]c2ccccc12	1	nt	35

(cont.)
SMILES	EBI2 antag	Jurkat NFkB inh	APJ antagonist	Gli-Sufu antag	697 NFkB inh	CXCR6 inh	UBC13 polyUb	CCR6 antag
CCOc1cc(N2CCOCC2)c(OCC)cc1NC(=O)CN1CCN(Cc2ccc3c(c2)OCO3)CC1	0	-15	6	18	-3	2	-11	2
Cc1cc(N2C(=O)CCC2=O)n(-c2ccccc2)n1	-5	-8	0	24	13	2	-28	-3
CC(=O)OCCN(C)c1cc(SC(C)C)c2nonc2c1[N+](=O)[O-]	-8	3	-1	5	-12	6	-26	25
COc1cccc(-c2nnc(SCC(=O)Nc3ccc(S(N)(=O)=O)cc3)n2C)c1	-8	8	-1	0	17	2	1	3
Cn1c(SCc2ccc([N+](=O)[O-])cc2)nnc1-c1ccncc1	-4	18	10	8	7	2	3	-4
CC1CCCCN1C(=O)c1cc(-c2ccc(Cl)c(Cl)c2)on1 (stereo unspecified)	15	-92	20	-38	-86	-2	14	9
O=C(Nc1ccccc1F)c1ccc2ncsc2c1	9	-42	12	-73	-92	-3	6	6
CC(=O)c1cccc(NC(=O)c2ccccc2N(Cc2ccccc2)S(C)(=O)=O)c1	3	-6	-12	2	7	3	12	14
COc1cc(CN2CCN(C3CCC3)CC2CCO)cc(OC)c1 (stereo unspecified)	6	-2	9	14	-3	-1	-1	-6
COC(=O)N1N=C(c2ccc(Br)cc2)CC1(O)C(F)(F)F (stereo unspecified)	-4	-31	5	-71	-40	-5	2	1
COc1ccc(C(=O)NCC(c2cccnc2)N2CCN(c3ccccc3OC)CC2)cc1OC (stereo unspecified)	2	8	14	-6	1	5	-2	4
O=C(CC12CC3CC(CC(C3)C1)C2)NCCN1CCOCC1	-8	0	-20	-3	14	-12	2	2
CCOC(=O)C1=C(N)N2C(=O)C(C)SC2=C(C(=O)OC)C1c1cccc(OC)c1 (stereo unspecified)	-6	9	-50	3	5	8	-2	2
CCn1cc(C(=O)O)c(=O)c2cc(F)c(N3CCN(C(=S)NC(=O)c4ccccc4Br)CC3)cc21	-5	-20	5	-17	11	-5	4	6
COc1ccc(CSc2ncnc3sccc23)cc1F	-3	-8	11	-11	11	-3	-6	14
CC(NC(=O)c1cccc(S(=O)(=O)N(C)c2ccccc2)c1)c1cccnc1 (stereo unspecified)	0	0	1	11	-4	0	19	14
CC(C)C(NS(=O)(=O)c1cc(C(=O)O)ccc1Cl)C(=O)O (stereo unspecified)	2	0	0	-6	13	-6	12	-2
Cc1ccc(S(=O)(=O)c2c(N)n(/N=C/c3ccco3)c3nc4ccccc4nc23)cc1	41*	28	3	8	21	-7	-12	19
CC1CCCN(c2ccc(C(=O)Nc3cccnc3)cc2[N+](=O)[O-])C1 (stereo unspecified)	1	-39	14	-12	16	8	-21	6
Cc1ccc(Cl)cc1NC(=O)CN1CCN(S(=O)(=O)N2CCC(C)CC2)CC1	24	4	14	12	13	3	8	16
COc1ccc(NCc2nc3ccccc3n2CCOc2ccc(C)cc2)cc1	1	-26	-19	-16	-68	-5	-20	16
CCN1CCN(c2ccc(S(=O)(=O)N3CCCCC3)cc2NC(=O)CCNC(C)=O)CC1	-8	nt	nt	-6	nt	-20	nt	8
CC1CCC2C(=O)N(c3cccc(C(=O)Nc4ccc(F)cc4)c3)C(=O)C2C1 (stereo unspecified)	8	7	-36	-3	-4	-18	-1	7
O=C(Nc1ccc(Cl)cc1)C1(S(=O)(=O)c2ccccc2)CC1	0	0	12	4	8	1	-4	10
O=C(Nc1cccc(C(=O)Nc2ccc(Br)cc2)c1)c1ccccc1	-2	-49	6	-28	-58	-8	-1	11
Cc1csc(N/N=C/c2ccc(O)c([N+](=O)[O-])c2)n1	-1	-22	27	-34	-6	19	-26	36
Nc1nc(SCc2ccccn2)c2ncn(C3CCCC3)c2n1	2	nt	nt	-13	nt	-8	nt	4
Fc1cccc(CCN2C(=S)NC[C@@H]2Cc2ccccc2)c1	-1	7	-36	-1	-11	0	11	-6
O=S(=O)(Nc1ccc(Cl)cn1)c1cnc(Cl)c(Br)c1	-10	5	-5	6	21	6	-1	9
Cc1cc2nccnc2cc1C	2	nt	nt	-4	nt	-2	nt	5
CC(C)(C)N/N=C/c1cc(Cl)cc([N+](=O)[O-])c1O	6	6	23	11	-9	17	-31	40
COc1ccccc1N1CCN(C2CCCN(C(=O)c3cccc(-c4ccco4)c3)C2)CC1 (stereo unspecified)	-4	-13	-34	24	-19	2	-8	6
CCSc1nnc2c(n1)OC(C)(C)Nc1ccccc1-2	-6	-8	0	42	-7	3	-7	5
Fc1ccc(N2CCN(Cc3c[nH]c4ccccc34)CC2)cc1	nt	9	2	nt	14	nt	17	nt
COc1cccc(-c2nnc(Nc3nc4c(F)cccc4s3)o2)c1	-30	-26	-11	-58	-128	11	-20	14
Cc1cccc(N2CCN(C(=O)c3cccc(N4C(=O)C5C6C=CC(C6)C5C4=O)c3)CC2C)c1 (stereo unspecified)	-6	4	5	1	-3	1	-8	9
COc1ccc(CC(=O)NNS(=O)(=O)c2ccc(F)cc2)cc1OC	-7	3	-7	-5	4	-4	6	9
Cc1ccc(N2CCCCn3c2nc2c3c(=O)n(CC(=O)O)c(=O)n2C)cc1	-6	-13	-7	-11	-1	-7	-3	-3
CC(C)NC(=O)c1ccc2c(=O)n(Cc3ccco3)c(=S)[nH]c2c1	-11	7	8	12	1	8	-15	16
O=C(O)CCC(=O)NCc1cn(-c2ccccc2)nc1-c1cccc(Br)c1	-2	6	-3	9	-2	4	-4	2
CCc1nc2sccc2c(=O)n1N	-9	-14	-8	3	-1	-3	4	-9
O=C(O)c1ccc(NC(=O)c2cn(-c3ccccc3)nc2-c2cccc(Cl)c2)cc1	-17	1	15	-9	4	-5	26	-18
CCOc1cc(S(=O)(=O)NC2CCCCC2)ccc1F	1	5	18	12	-1	1	0	4
CS(=O)(=O)c1ccc2nc(NC(=O)c3ccc(NS(=O)(=O)c4ccc(F)c(F)c4)cc3)sc2c1	-8	1	5	8	-18	-3	14	8
Cc1ccc(-c2cc(C(=O)NCCCn3ccnc3)c3ccccc3n2)s1	-24	-12	-15	-4	11	72*	38	5
COc1ccc(-c2ccc(SCC(=O)NCc3ccco3)nn2)cc1OC	-10	-17	-14	-11	-1	-1	4	5

Whole records, quoted from the list. Order of values: EBI2 antag, Jurkat NFkB inh, APJ antagonist, Gli-Sufu antag, 697 NFkB inh, CXCR6 inh, UBC13 polyUb, CCR6 antag
`CC(C)C(NS(=O)(=O)c1cc(C(=O)O)ccc1Cl)C(=O)O` (stereo unspecified) in the list: 2, 0, 0, -6, 13, -6, 12, -2
`COc1ccc(CC(=O)NNS(=O)(=O)c2ccc(F)cc2)cc1OC` in the list: -7, 3, -7, -5, 4, -4, 6, 9
